Mdm2 MdmX PPI – inhibitors of human Mdm2-MdmX association, primary screen, cell-based, luminescence, split luciferase, SaOS-2, uHTS. Protein Mdm4 (Homo sapiens) + E3 ubiquitin-protein ligase Mdm2 (Homo sapiens), …. SaOS-2 split-luciferase Mdm2/MdmX complementation. inhibition, % at 8 µM. hit rate 3% among 330,000. AID 485346, 2010;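 active means inhibition of at least 50% at 8 µM in the primary screen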
Gli-Sufu block – Gli-Sufu pathway antagonists, primary screen, luciferase luminescence, Sufu-KO-LIGHT cells, uHTS; hit rate 0.74% among 340,000; Sufu-KO-LIGHT fibroblasts, Gli luciferase reporter luminescence; inhibition, % at 5 µM; AID 588413, 2011;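 active means inhibition above about 55%, limit read from the data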;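 further: 0% = DMSO-treated cells and 100% = wells with medium but no cells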
Jurkat NFkB inh – inhibitors of induced NF-kB luciferase reporter, primary screen, TCR NF-kB activation inhibitor project, cell-based, luminescence, uHTS. Jurkat, PMA/ionomycin-induced NF-kB luciferase reporter. inhibition, % at 4 µM. hit rate 0.53% among 330,000; in the data active means inhibition above about 50%
XBP1 UPR activ – activators of adaptive XBP1 UPR arm, primary screen, cell-based, CHO-XBP1 luciferase reporter, luminescence, uHTS | IRE1-XBP1 UPR activation; percent of tunicamycin response, DMSO as zero | activation, % at 20 µM | hit rate 0.33% among 330,000 | AID 463104, 2010;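 active means versus positive control, 20 µM dose yields 30% or more activation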;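 further: 100% = tunicamycin at 10 µg/mL and 0% = DMSO only wells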
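Material: CHO-XBP1 cells stably carrying IRE1-XBP1-driven luciferase reporter | Medium: F12 with 10% serum | Compound dosing: 20 µM single concentration, DMSO 1% | Incubation: Overnight seeding at 37 °C, 6 h compound treatment at 37 °C | Detection: Steady-Glo luminescence read | Read-out basis: % activation of reporter signal versus tunicamycin and DMSO controls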
CCR6 antag – CCR6 receptor antagonists, primary screen, cell-based, CHO-K1, luminescence, beta-arrestin, uHTS; C-C chemokine receptor type 6 (Homo sapiens), P51684; CHO-K1 CCR6 PathHunter beta-arrestin, CCL20-stimulated; inhibition, % at 20 µM; hit rate 0.49% among 340,000; AID 493098, 2011;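 active means compounds whose inhibition of the agonist-driven luminescence signal at 20 µM reaches about 50%, limit read from the data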;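 further: cells stimulated with CCL20 at 14 nM final; plate controls were DMSO with CCL20 for no effect and DMSO without agonist for full effect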
Target sequence (P51684 whole entry, looked up): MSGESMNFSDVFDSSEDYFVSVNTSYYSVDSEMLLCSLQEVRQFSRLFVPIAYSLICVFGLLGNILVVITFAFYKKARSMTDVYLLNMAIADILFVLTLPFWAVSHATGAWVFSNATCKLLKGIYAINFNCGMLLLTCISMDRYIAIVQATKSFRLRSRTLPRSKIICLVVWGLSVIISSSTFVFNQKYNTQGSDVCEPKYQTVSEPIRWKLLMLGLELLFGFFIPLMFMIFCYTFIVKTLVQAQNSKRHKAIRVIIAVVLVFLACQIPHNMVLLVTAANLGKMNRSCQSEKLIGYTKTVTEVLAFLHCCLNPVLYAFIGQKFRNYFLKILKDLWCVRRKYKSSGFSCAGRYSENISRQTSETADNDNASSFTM
UPR CHOP act – activators of apoptotic CHOP UPR arm, primary screen, cell-based, CHO-CHOP luciferase reporter, luminescence, uHTS; UPR activation; percent of tunicamycin response over DMSO baseline; activation, % at 10 µM; hit rate 0.34% among 330,000;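 active means at 10 µM dose, activation of 40% or more, normalized to positive control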;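 further: 100% = tunicamycin at 10 µg/mL and 0% = DMSO alone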
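System: CHO CHOP reporter cells. Amount: 500 cells per well. Buffer or medium: F12 medium, 10% FBS. Compound dosing: one dose, 10 µM in 0.5% DMSO. Incubation: 6 h compound exposure at 37 °C after overnight seeding. Technique: Steady-Glo luciferase luminescence. Benchmarks: tunicamycin and DMSO controls.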
CXCR6 block – CXCR6 receptor inhibitors, primary screen, cell-based, beta-arrestin, luminescence, CHO-K1 PathHunter, 1536-well; C-X-C chemokine receptor type 6 (Homo sapiens), O00574; inhibition, % at 20 µM; hit rate 0.36% among 360,000; in the data active means inhibition above about 34%, passing the limit was not always enough;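 further: antagonist mode with CXCL16 agonist at 10 nM final; 0% = 10 nM CXCL16 with DMSO and 100% = unstimulated wells without agonist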
Target sequence (O00574 whole entry, looked up): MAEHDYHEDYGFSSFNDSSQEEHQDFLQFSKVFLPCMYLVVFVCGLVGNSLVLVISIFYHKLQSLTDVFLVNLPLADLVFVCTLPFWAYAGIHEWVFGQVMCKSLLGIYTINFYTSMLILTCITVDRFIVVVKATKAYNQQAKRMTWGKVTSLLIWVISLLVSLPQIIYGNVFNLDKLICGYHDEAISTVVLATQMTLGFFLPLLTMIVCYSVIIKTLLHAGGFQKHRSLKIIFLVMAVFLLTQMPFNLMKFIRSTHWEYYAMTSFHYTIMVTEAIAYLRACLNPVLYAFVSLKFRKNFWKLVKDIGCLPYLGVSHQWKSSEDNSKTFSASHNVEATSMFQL
EBI2 block – EBI2 receptor antagonists, beta-arrestin recruitment, primary screen, cell-based, luminescence, 7a,25-OHC stimulation, uHTS | inhibition, % at 5 µM | hit rate 0.81% among 360,000 | 7a,25-OHC stimulated | G-protein coupled receptor 183 (Homo sapiens), P32249; in the data active means inhibition above about 38%;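 further: enzyme fragment complementation signal reports receptor beta-arrestin coupling in cells; 0% = agonist plus DMSO wells and 100% = wells without agonist; some results beyond the cut were filed as inactive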
697 NFkB inh – inhibitors of PMA/ionomycin-induced NF-kB reporter, 697 cells, primary screen, B-cell NF-kB inhibitor project, cell-based, luminescence, uHTS | hit rate 0.33% among 330,000 | AID 435022, 2010 | 697 B-cell NF-kB luciferase reporter, 16 h | inhibition, % at 4 µM; in the data active means inhibition above about 35%
Active calls of the source: *.

What do the screens show for `COc1ccc(OCC(=O)Nc2ccc(N3CCOCC3)cc2)c([N+](=O)[O-])c1`?
Mdm2 MdmX PPI: -28; Gli-Sufu block: -1; Jurkat NFkB inh: -1; XBP1 UPR activ: 8; CCR6 antag: 9; UPR CHOP act: 0.7; CXCR6 block: 6; EBI2 block: -7; 697 NFkB inh: -10

How did Nc1cc2c(cc1[N+](=O)[O-])OCO2 do in these assays?
Mdm2 MdmX PPI: -5; Gli-Sufu block: -9; Jurkat NFkB inh: -1; XBP1 UPR activ: 3; CCR6 antag: 15; UPR CHOP act: 4.4; CXCR6 block: -1; EBI2 block: 0; 697 NFkB inh: -8

What do the screens show for `COc1cc(OC)cc(C(=O)N[C@H](C(=O)NC23CC4CC(CC(C4)C2)C3)C(C)C)c1`?
Mdm2 MdmX PPI: 12; Gli-Sufu block: -6; Jurkat NFkB inh: 8; XBP1 UPR activ: -1; CCR6 antag: 7; UPR CHOP act: -1.8; CXCR6 block: 6; EBI2 block: 14; 697 NFkB inh: 15

Results for Cc1ccc(S(=O)(=O)N(C)c2ccccc2C(=O)N2CCOCC2)cc1 ?
Mdm2 MdmX PPI: 12; Gli-Sufu block: -4; Jurkat NFkB inh: 3; XBP1 UPR activ: -2; CCR6 antag: -4; UPR CHOP act: 3.1; CXCR6 block: -4; EBI2 block: -4; 697 NFkB inh: 4

What do the screens show for `CCN(CC(=O)NC1CCS(=O)(=O)C1)C(=O)C(c1ccccc1)c1ccccc1` (stereo unspecified)?
Mdm2 MdmX PPI: 7; Gli-Sufu block: 0; Jurkat NFkB inh: 1; XBP1 UPR activ: 0; CCR6 antag: 5; UPR CHOP act: -0.3; CXCR6 block: -3; EBI2 block: 4; 697 NFkB inh: -9

What do the screens show for `O=C(NCc1ccco1)c1cc2ccccc2c(=O)o1`?
Mdm2 MdmX PPI: 6; Gli-Sufu block: 5; Jurkat NFkB inh: -8; XBP1 UPR activ: -1; CCR6 antag: -7; UPR CHOP act: 3.3; CXCR6 block: 10; EBI2 block: 6; 697 NFkB inh: 14

How did COc1cc(C(=O)Nc2cccc(C)c2C)ccc1OCC(=O)N1CCOCC1 do in these assays?
Mdm2 MdmX PPI: 3; Gli-Sufu block: -8; Jurkat NFkB inh: 8; XBP1 UPR activ: 1; CCR6 antag: 4; UPR CHOP act: 1.2; CXCR6 block: 4; EBI2 block: 5; 697 NFkB inh: 14

What do the screens show for `CCCCN(CCCC)CCNC(=O)c1cn(CC)c2ccc(S(=O)(=O)N3CCc4ccccc4C3)cc2c1=O`?
Mdm2 MdmX PPI: 72*; Gli-Sufu block: 45; Jurkat NFkB inh: -6; XBP1 UPR activ: -1; CCR6 antag: 33; UPR CHOP act: 1.4; CXCR6 block: 2; EBI2 block: 2; 697 NFkB inh: -4

What do the screens show for `O=C(NC(=S)Nc1ccc2oc(=O)ccc2c1)c1ccc(-c2cccc(Cl)c2Cl)o1`?
Mdm2 MdmX PPI: 81*; Jurkat NFkB inh: -2; XBP1 UPR activ: 77*; UPR CHOP act: 1.7; 697 NFkB inh: 7

How did c1ccc(OCc2nc(-c3ccncc3)no2)cc1 do in these assays?
Mdm2 MdmX PPI: -39; Gli-Sufu block: -22; Jurkat NFkB inh: -25; XBP1 UPR activ: 4; CCR6 antag: 6; UPR CHOP act: 6.6; CXCR6 block: -3; EBI2 block: -9; 697 NFkB inh: -26

What do the screens show for `CCOC(=O)c1nc(-c2ccccc2)sc1C(C)=O`?
Mdm2 MdmX PPI: 4; Gli-Sufu block: -8; Jurkat NFkB inh: -21; XBP1 UPR activ: 5; CCR6 antag: 9; UPR CHOP act: 3.8; CXCR6 block: 2; EBI2 block: 3; 697 NFkB inh: -9

How did Cc1ccc(C(=O)Nc2ccc(NC(=O)c3ccc(C)o3)cc2)o1 do in these assays?
Mdm2 MdmX PPI: -5; Gli-Sufu block: 16; Jurkat NFkB inh: -2; XBP1 UPR activ: -4; CCR6 antag: 1; UPR CHOP act: 1.5; CXCR6 block: 6; EBI2 block: 0; 697 NFkB inh: 9

What do the screens show for `Cn1ccnc1SCC(=O)NC1CC1`?
Mdm2 MdmX PPI: -28; Gli-Sufu block: 3; Jurkat NFkB inh: 2; XBP1 UPR activ: -4; CCR6 antag: 2; UPR CHOP act: 0.1; CXCR6 block: 3; EBI2 block: -4; 697 NFkB inh: -16

What do the screens show for `Cc1cccc(N2CCN(S(=O)(=O)c3ccc(-c4cc(C)no4)s3)CC2C)c1` (stereo unspecified)?
Mdm2 MdmX PPI: 27; Gli-Sufu block: -4; Jurkat NFkB inh: 12; XBP1 UPR activ: 0; CCR6 antag: 23; UPR CHOP act: -0.5; CXCR6 block: 1; EBI2 block: 8; 697 NFkB inh: 8

Results for Oc1ccc(-n2cnnn2)cc1 ?
Mdm2 MdmX PPI: -21; Gli-Sufu block: -1; Jurkat NFkB inh: 15; XBP1 UPR activ: 0; CCR6 antag: 8; UPR CHOP act: 1.9; CXCR6 block: -3; EBI2 block: -4; 697 NFkB inh: 15

How did O=C(Nc1ccc(Oc2ccc(S(=O)(=O)N3CCOCC3)cn2)cc1)c1ccco1 do in these assays?
Mdm2 MdmX PPI: 15; Gli-Sufu block: -3; Jurkat NFkB inh: 22; XBP1 UPR activ: -1; CCR6 antag: 9; UPR CHOP act: -0.5; CXCR6 block: -4; EBI2 block: -4; 697 NFkB inh: -2

How did CC(=O)NCCC1CCN(C(=O)c2cc(COc3ccc(C)nc3)on2)CC1 do in these assays?
Mdm2 MdmX PPI: 30; Gli-Sufu block: -7; Jurkat NFkB inh: -12; XBP1 UPR activ: -3; CCR6 antag: 7; UPR CHOP act: 0.6; CXCR6 block: -6; EBI2 block: 3; 697 NFkB inh: 5

How did CN(C)c1nc2c(c(=O)n(C)c(=O)n2C)n1CC(=O)c1cccs1 do in these assays?
Mdm2 MdmX PPI: -20; Gli-Sufu block: -2; Jurkat NFkB inh: -11; XBP1 UPR activ: -1; CCR6 antag: 7; UPR CHOP act: -0.2; CXCR6 block: -1; EBI2 block: -2; 697 NFkB inh: -12

What do the screens show for `CC1CCc2nc(NC(=O)c3ccc(S(=O)(=O)N4CCCc5ccccc54)cc3)sc2C1` (stereo unspecified)?
Mdm2 MdmX PPI: 58*; Gli-Sufu block: 2; Jurkat NFkB inh: 2; XBP1 UPR activ: -1; CCR6 antag: 4; UPR CHOP act: 11; CXCR6 block: 7; EBI2 block: 13; 697 NFkB inh: -24

What do the screens show for `OCCn1c(CSc2nnc(-c3ccco3)n2-c2ccccc2)nc2ccc(Cl)cc21`?
Mdm2 MdmX PPI: 10; Gli-Sufu block: 13; Jurkat NFkB inh: -7; XBP1 UPR activ: 1; CCR6 antag: -12; UPR CHOP act: -1.8; CXCR6 block: -2; EBI2 block: 4; 697 NFkB inh: -4

What do the screens show for `CCOC(=O)c1cc2c(ccn2C)n1Cc1cc(C)ccc1C`?
Mdm2 MdmX PPI: 4; Gli-Sufu block: 14; Jurkat NFkB inh: 9; XBP1 UPR activ: -1; CCR6 antag: 6; UPR CHOP act: -1.0; CXCR6 block: 8; EBI2 block: 1; 697 NFkB inh: 7

What do the screens show for `N#CC1(NC(=O)Cn2cc(C(F)(F)F)cc(Cl)c2=O)CCCCC1`?
Mdm2 MdmX PPI: 8; Gli-Sufu block: -13; Jurkat NFkB inh: 0; XBP1 UPR activ: -1; CCR6 antag: 2; UPR CHOP act: 1.4; CXCR6 block: -2; EBI2 block: -13; 697 NFkB inh: 5

What do the screens show for `CCCn1c(=O)c2ccccc2n2c(SCC(=O)c3cc(C)n(CCOC)c3C)nnc12`?
Gli-Sufu block: 8; CCR6 antag: 13; CXCR6 block: -4; EBI2 block: 0

Results for CC(C)n1ncc(C(N)=O)c1N ?
Mdm2 MdmX PPI: 15; Gli-Sufu block: 3; Jurkat NFkB inh: 5; XBP1 UPR activ: 0; CCR6 antag: 8; UPR CHOP act: 0.2; CXCR6 block: 2; EBI2 block: 1; 697 NFkB inh: 19

What do the screens show for `N/C(=N\S(=O)(=O)c1cccs1)c1ccccc1Cl`?
Mdm2 MdmX PPI: -4; Gli-Sufu block: 2; Jurkat NFkB inh: 12; XBP1 UPR activ: -2; CCR6 antag: 14; UPR CHOP act: -2.4; CXCR6 block: 6; EBI2 block: -8; 697 NFkB inh: -30

What do the screens show for `N#Cc1c(N)nc2c(c1-c1cccs1)CCCC2`?
Mdm2 MdmX PPI: 22; Gli-Sufu block: 10; Jurkat NFkB inh: 2; XBP1 UPR activ: 15; CCR6 antag: 10; UPR CHOP act: -1.8; CXCR6 block: 2; EBI2 block: 6; 697 NFkB inh: -39

What do the screens show for `CC(C)(C)c1ccc(CSc2nc(N)cc(=O)[nH]2)cc1`?
Mdm2 MdmX PPI: 7; Gli-Sufu block: 20; Jurkat NFkB inh: -8; XBP1 UPR activ: 5; CCR6 antag: -6; UPR CHOP act: 6.3; CXCR6 block: -8; EBI2 block: -19; 697 NFkB inh: -62

Results for COc1ccc(NS(=O)(=O)c2ccc(NS(=O)(=O)c3cccc(C(=O)O)c3)cc2)cc1 ?
Mdm2 MdmX PPI: 18; Gli-Sufu block: -18; Jurkat NFkB inh: -3; XBP1 UPR activ: -4; CCR6 antag: -1; UPR CHOP act: -1.0; CXCR6 block: 12; EBI2 block: -16; 697 NFkB inh: 12

Results for Cc1ccccc1-c1noc(C2CCCCC2)n1 ?
Mdm2 MdmX PPI: 3; Gli-Sufu block: -13; Jurkat NFkB inh: -25; XBP1 UPR activ: 4; CCR6 antag: -16; UPR CHOP act: 3.7; CXCR6 block: -9; EBI2 block: -6; 697 NFkB inh: -2

How did CCOC(=O)N1CCN(C(=O)CCCCn2c(=S)[nH]c3ccsc3c2=O)CC1 do in these assays?
Mdm2 MdmX PPI: 12; Jurkat NFkB inh: -8; XBP1 UPR activ: -1; CCR6 antag: 4; UPR CHOP act: -3.6; CXCR6 block: 0; EBI2 block: 5; 697 NFkB inh: 9

Results for COc1ccc(C)cc1NC(=O)CCCN1C(=O)C2CC=CCC2C1=O (stereo unspecified) ?
Mdm2 MdmX PPI: 11; Gli-Sufu block: 7; Jurkat NFkB inh: -11; XBP1 UPR activ: -4; CCR6 antag: 4; UPR CHOP act: -0.5; CXCR6 block: 2; EBI2 block: 3; 697 NFkB inh: -7

Compound activity from PubChem.
